# Bioassay records: PubChem, several laboratories
# Shn3 3UTR inh = reduces Shn3 3'UTR luciferase signal in osteoblasts | Clone20 osteoblast Shn3 3'UTR firefly luciferase, 24 h | inhibition, % at 12.5 µM | 0.52% of 360,000 active | AID 588674;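 active = mean inhibition of at least 75% with every replicate also reaching 75%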;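 note: 0% = median of neutral control wells and 100% = pilot-screen positive control compound; some compounds past the cut are filed as inactive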
# HIF-2a block = HIF-2a inhibition. 786-0 RCC cells HIF-2a reporter, luciferase luminescence, overnight. inhibition, % at 18.8 µM. 0.72% of 360,000 active. AID 624352;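 active = inhibition of the luminescence signal of 40% or more relative to plate controls, in a single-dose primary screen at 18.75 µM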
# NR2E3 ag-1 = activates human NR2E3 receptor | CHO-S Gal4-NCOR/VP16-NR2E3 two-hybrid, luciferase | 0.35% of 360,000 active | AID 602229 | inhibition of corepressor binding, % at 3.98 µM;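 active = inhibition above the mean of all tested compounds plus 3 SD, cut at about 70% in these data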;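 note: 0% = DMSO with NR2E3 transfected cells and 100% = cells lacking NR2E3 construct; higher means lower luciferase signal from less NR2E3 corepressor binding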
# Target sequence (Q9Y5X4 whole entry, looked up, the tested form may be a part): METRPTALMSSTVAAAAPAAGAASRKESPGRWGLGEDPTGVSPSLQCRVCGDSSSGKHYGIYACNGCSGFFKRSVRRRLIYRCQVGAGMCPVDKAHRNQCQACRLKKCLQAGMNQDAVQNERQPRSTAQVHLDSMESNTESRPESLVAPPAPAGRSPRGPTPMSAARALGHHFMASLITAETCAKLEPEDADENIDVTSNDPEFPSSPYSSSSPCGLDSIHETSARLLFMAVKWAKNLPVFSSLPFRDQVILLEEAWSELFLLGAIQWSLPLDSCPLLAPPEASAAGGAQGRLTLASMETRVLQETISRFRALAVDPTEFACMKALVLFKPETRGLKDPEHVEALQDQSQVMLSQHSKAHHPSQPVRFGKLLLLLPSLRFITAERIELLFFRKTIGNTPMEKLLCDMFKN
# hiPSC survival = increases survival of single human iPS cells; survival enhancement, % at 20 µM; 0.044% of 360,000 active; hiPSC single-cell survival, ATPlite luminescence; 100% = ROCK inhibitor wells, 0% = DMSO; AID 602274; in the data active = survival enhancement above about 18%;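 note: cells exposed to compounds for 16 hours before the ATP read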
# H9c2 protect = myocardial damage modulation in H9c2 cells; AID 588492; 0.63% of 360,000 active; protection from H2O2 cell death, % at 20 µM; H9c2 cardiomyocytes, H2O2 injury protection, ATPLite, 2 h;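 active = compounds giving at least 50% protection of heart cells from peroxide-induced death in the single-dose screen, raw or plate-pattern-corrected value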;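 note: 0% = DMSO wells with peroxide and 100% = DMSO wells without peroxide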
# NR2E3 ag-2 = activates human photoreceptor nuclear receptor NR2E3. 0.12% of 320,000 active. inhibition of corepressor binding, % at 4.78 µM. GST-NR2E3/biotin-RetCOR TR-FRET, 1536-well. AID 2300;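 active = percent inhibition above the cutoff of mean plus 3 SD of all tested compounds, set per screening campaign, cut at about 20% in these data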;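 note: 0% = DMSO wells and 100% = biotin wells as full block of FRET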
#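 System: GST-tagged NR2E3 plus biotinylated RetCOR corepressor; Amount: 1.35 nM GST-tagged NR2E3 final; Dosing: single nominal compound dose of 4.8 µM; Schedule: 5 h incubation at 4 °C; Technique: TR-FRET with europium anti-GST and streptavidin-D2, 340 nm excitation; Controls: biotin wells as high control, 0.6% DMSO wells as low control.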
# m5-HT2A agonist = agonists of mouse serotonin 5-HT2A receptor (HTR2A); P35363; CHO-K1 mHTR2A beta-arrestin complementation, luminescence; percent of 30 µM serotonin response; activation, % at 7.6 µM; 0.66% of 360,000 active;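 active = activation above a run cutoff, the mean activation of all tested compounds plus 3 SD, cut at about 14% in these data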;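 note: 0% = plate median of compound wells and 100% = 30 µM serotonin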
# PDI inh = inhibitors of human protein disulfide isomerase; inhibition, % at 10 µM; PDI insulin aggregation turbidity, A650, 90 min; AID 588391; P07237; 0.052% of 350,000 active;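 active = mean inhibition across replicates of 30% or more, whatever share of single replicates reach that level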;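 note: absorbance from insulin aggregation driven by PDI reduction with DTT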
# Target sequence (P07237 whole entry, looked up): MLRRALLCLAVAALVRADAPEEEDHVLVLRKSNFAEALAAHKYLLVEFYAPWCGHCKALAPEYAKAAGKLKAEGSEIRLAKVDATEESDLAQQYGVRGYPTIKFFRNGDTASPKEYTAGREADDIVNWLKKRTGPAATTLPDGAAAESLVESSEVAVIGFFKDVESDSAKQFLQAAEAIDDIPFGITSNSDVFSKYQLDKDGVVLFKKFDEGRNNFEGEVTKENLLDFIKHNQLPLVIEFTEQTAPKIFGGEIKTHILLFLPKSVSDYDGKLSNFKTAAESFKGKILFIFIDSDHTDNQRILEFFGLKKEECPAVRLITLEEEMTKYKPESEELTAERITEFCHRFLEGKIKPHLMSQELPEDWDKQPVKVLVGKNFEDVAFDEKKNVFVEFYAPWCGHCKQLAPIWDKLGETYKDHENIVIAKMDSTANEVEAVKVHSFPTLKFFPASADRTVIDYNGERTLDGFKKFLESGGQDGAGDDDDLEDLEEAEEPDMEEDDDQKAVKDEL
# Peg3 promoter = Peg3 promoter activity inhibition; HeLa PEG-Prom luciferase reporter, luminescence, overnight; inhibition, % at 20 µM; 1.7% of 360,000 active; AID 588405;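 active = inhibition of at least 50% at 20 µM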
# CaV13 ICDI inh = Disruptors of the CACNA1D IQ motif to Ca2+-dependent inactivation inhibitor domain association, primary screening, Förster resonance energy transfer in intact living …; inhibition, % at 12.3 µM; 0.098% of 340,000 active; HEK cells, CFP/YFP FRET ICDI-IQ, plate reader, 10 min; percent FRET-ratio fall versus neutral wells; AID 743397;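 active = mean replicate inhibition of at least 30% and at least 1% of replicates passing that level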;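 note: 0% = median of the neutral control wells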
# MITF TRPM1 inh = reduces MITF-dependent TRPM1 promoter luciferase signal | SK-MEL-5 TRPM1 promoter luciferase, 24 h | inhibition, % at 12.5 µM | 0.83% of 330,000 active;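 active = mean inhibition across replicates of 60% or more, whatever share of single replicates reaches that level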; note: values of inactives mirror those of a sister screen read the other way
# * hit, by the source's call; . = no result given. An unsorted share of the library; any-hit rate near 3.9%.
Molecule	Shn3 3UTR inh	HIF-2a block	NR2E3 ag-1	hiPSC survival	H9c2 protect	NR2E3 ag-2	m5-HT2A agonist	PDI inh	Peg3 promoter	CaV13 ICDI inh	MITF TRPM1 inh
O=C(NCCc1ccc(F)cc1)c1cc(=O)c2ccccc2o1	14	-56	-11	-0.5	-4	0	-6	-1	-44	-10	-2
COc1cc(C(F)(F)F)nc(-c2ccccn2)n1	5	12	-18	1.7	0	2	0	5	10	-3	-4
Nn1c(Cc2cccc3ccccc23)nnc1SC1CCOC1=O (centres undefined)	-9	5	-14	-1.6	4	1	-2	8	14	-3	5
CC(C)Nc1nc(Cl)nc(NC2CCCCC2)n1	13	-39	-3	0.1	3	-1	0	1	-26	-18	-16
COc1ccc(CNC(=O)CN2C(=O)C(C)N(c3ccc(C)cc3)C2=O)cc1 (centres undefined)	15	-11	-22	1.1	13	-4	-6	-6	5	.	2
O=C(CN(Cc1ccccc1)S(=O)(=O)c1ccc(F)cc1)NCc1ccncc1	2	6	-12	0.2	-3	1	-2	-2	-18	-5	-11
CC1(C)CC(C(=O)NCCC(c2ccccc2)c2ccco2)CCO1 (centres undefined)	-4	-16	4	-0.5	0	-3	2	-12	-1	-4	-6
CNc1cnn(-c2ccc(C)cc2)c(=O)c1Sc1ccc(C)cc1	8	-1	15	1.5	-6	0	9	-2	16	-6	16
C/C(=N\NC(=O)c1cc(C)nc2ccccc12)c1ccncc1	6	12	-47	0.0	0	-2	1	-11	0	.	-1
COC(=O)c1[nH]c2ccc(C)cc2c1NC(=O)CN1CCN(C(=O)c2ccccc2)CC1	28	10	1	-0.1	33	-2	-4	1	24	-3	16
Cc1ccsc1/C=N/NC(=O)Nc1ccccc1	-61	-264	-112	-1.3	-14	2	-1	-1	-283	-7	-107
Cc1ccc(C)c(NS(=O)(=O)c2cc(C(=O)NCc3ccccn3)ccc2C)c1	8	11	5	1.8	0	4	7	-2	16	-6	-13
O=C(Nc1ccc(C(=O)N2CCCC2)cc1)Nc1ccc(Cl)cc1Cl	-1	8	-16	2.8	-14	-2	4	-4	9	-3	6
c1ccc(Cc2nnc3sc(C4COc5ccccc5O4)nn23)cc1 (centres undefined)	-5	-37	-22	-0.6	0	0	-2	17	-13	-7	-1
CCc1cc2c(SCC(=O)NC3CCCC3)ncnc2s1	-4	9	0	0.2	-2	.	7	-5	12	15	.
CCN(CC)CCOC(=O)c1ccccc1Br	-9	4	25	-0.4	0	-4	-2	-2	-4	-5	-5
COc1ccc(C(CC(=O)NCCCN2CCOCC2)NS(=O)(=O)c2ccc(C)cc2)cc1 (centres undefined)	-1	7	0	-1.3	2	1	-3	-16	-4	.	-5
CCOC(=O)C1=NN(C(=O)c2ccccc2)C(O)(c2ccc(C)cc2)C1 (centres undefined)	-5	-7	-56	0.9	6	-3	-1	-9	3	-5	7
Cc1c(C(=O)Nc2ccccc2[N+](=O)[O-])csc1-c1ccccc1	-41	-168	-170	-2.2	-14	-1	-1	-1	-232	-6	-25
Cc1ccccc1-c1cc2nc(Nc3ccc(F)cc3)n(C)c(=O)c2s1	-11	4	23	3.9	0	.	4	-6	19	-5	.
COc1ccccc1OCCNC(=O)c1ccco1	6	-12	-32	0.7	3	1	11	3	-27	-14	-19
Cc1cccc(OCCCC(=O)Nc2ccc(N(C)C)cc2)c1	-118	-159	-115	-0.6	-3	-2	2	1	-315	-15	3
Cc1ccc(NC(=O)Cn2c(=O)c3cccn3c3ccccc32)c(C)c1	7	2	-17	-0.2	6	2	4	4	-8	-3	-12
CN(C(=O)CNc1ccccc1Cl)C1CCS(=O)(=O)C1 (centres undefined)	-5	4	8	-0.6	-2	.	12	-8	-7	-3	0
COc1ccc(-n2c(SCC(=O)NCCCN3CCCC3=O)nnc2C(C)N2CCCCC2)cc1 (centres undefined)	5	10	1	0.6	17	2	4	-10	3	2	2
Cc1ccccc1N1CCN(S(=O)(=O)c2ccccc2)CC1	5	0	-2	1.5	3	1	0	17	3	-8	-10
CN(C(=O)CCNC(=O)Cn1cnc2ccccc2c1=O)c1ccc(F)cc1	-12	10	-21	0.5	-6	-1	2	-2	4	-2	2
COc1ccc(NS(=O)(=O)c2ccc(C)c(C(=O)NCc3cccnc3)c2)cc1	-1	18	1	-0.1	-1	1	4	-8	8	.	9
CCn1nc(CC(=O)Nc2ccc(-n3cnnn3)c(OC)c2)c2ccccc2c1=O	-26	21	-15	-0.9	10	3	1	4	6	-4	7
CN(C)CC(=O)c1c(N)n(Cc2ccccc2)c(=O)n(C)c1=O	4	19	-42	-0.6	0	-3	-2	-27	18	-8	-8
CCC(C)C(Nc1ncnc2scc(-c3ccccc3)c12)C(=O)O (centres undefined)	-5	15	15	0.5	3	5	8	-2	5	-21	-2
CN1CCN(NC(=O)Nc2cc(Cl)cc(Cl)c2)CC1	2	1	-4	-0.3	-12	.	1	1	27	-2	18
CS(=O)(=O)N1CCc2cc(C(=O)N3CCN(c4ccccc4F)CC3)ccc21	-18	-29	2	0.9	1	3	0	-6	8	-2	0
O=C(CN1CCOCC1)Nc1cccc(Br)c1	-3	-3	23	0.6	3	-5	-1	3	3	-8	-8
O=C(CSC1=NCCN1)C1COc2ccccc2O1 (centres undefined)	-4	22	-6	-1.0	2	0	-2	0	-7	-8	0
O=C(CCS(=O)(=O)c1ccccc1)Nc1ccccc1N1CCOCC1	0	12	-33	-0.1	-3	-4	3	-6	1	-2	0
C=CCn1c(SCC(=O)Nc2cc(C)on2)nnc1-c1ccncc1	6	3	-24	0.1	7	.	-2	-9	-3	-6	.
O=c1c2[nH]c3cccc(Cl)c3c2ncn1CCN1CCCCC1	-7	12	-23	-1.9	26	-1	1	-5	6	-1	-8
CCCNc1c(NC(=O)c2cccs2)c(=O)oc2ccccc12	-4	6	22	0.7	6	6	4	0	0	-2	10
COC[C@H](NS(=O)(=O)c1ccc(Br)cc1F)[C@@H](O)c1ccccc1	-4	10	4	5.0	-17	.	-1	-5	14	-3	.
CCOc1ccc(C(=O)SC2=NCCS2)cc1	-54	-5	-11	0.3	-1	2	4	-11	13	-8	17
O=C(CCCn1c(=O)[nH]c2cc(Cl)ccc2c1=O)NCCC1=CCCCC1	-6	17	-6	-0.2	-2	1	-1	-4	15	-3	-9
Cc1ccc(S(=O)(=O)N2CCCCC2)cc1NC(=O)c1cc2ccccc2o1	20	-9	-13	0.0	-4	6	-10	-1	6	-5	21
Cc1cc(=O)oc2cc(OCC(=O)NC3CCCC3)ccc12	9	-29	7	-0.3	0	-1	-3	.	-29	.	-8
OC(c1ccc2c(c1)OCO2)c1ncc(-c2ccc(Cl)cc2)[nH]1 (centres undefined)	-25	-31	-13	4.1	-11	.	8	4	-1	-7	.
O=C(COc1cccnc1[N+](=O)[O-])Nc1cc(Cl)ccc1Cl	-81	-186	-50	-1.5	-4	.	-1	-5	-136	-5	-65
CC(C)N1CC2(CC(c3ccccc3F)=NO2)CN1C(=O)c1ccco1 (centres undefined)	-60	-207	4	-3.7	-3	.	0	-7	-101	-6	.
CC(NC(=O)CN(C)Cc1ccc(Br)cc1)c1ccccc1 (centres undefined)	1	8	-3	0.8	0	0	-8	-7	-2	-19	-5
Cn1nnc2cc(C(=O)NC3CC3)ccc21	1	17	-3	1.2	2	6	0	-2	13	.	1
CC(C)(C)c1nc(NCCN2CCOCC2)c2nnn(Cc3ccccc3Cl)c2n1	84*	16	0	-1.8	-17	3	4	11	21	-6	22

# Remaining list, next part:
Molecule	Shn3 3UTR inh	HIF-2a block	NR2E3 ag-1	hiPSC survival	H9c2 protect	NR2E3 ag-2	m5-HT2A agonist	PDI inh	Peg3 promoter	CaV13 ICDI inh	MITF TRPM1 inh
[N-]=[N+]=NC[C@H](Cc1ccccc1)N1CC[C@@H](OCc2ccccc2)CCC1=O	-5	-31	-23	5.1	-1	-1	-6	8	-21	-8	-6
Cn1nnc(NCc2cc(Br)ccc2OCc2ccccc2F)n1	8	4	-8	0.1	-6	2	-4	8	15	-2	14
CN1C(=O)/C(=C2/C=Cc3ccccc3N2CCCS(=O)(=O)O)SC1=S	8	-4	-20	-1.8	-3	5	-10	-1	-11	0	-14
Cc1ccc(CNC(=O)c2ccc3c(c2)S(=O)(=O)c2ccccc2C3=O)cc1	8	6	2	0.4	17	2	-5	1	18	-5	-11
COc1ccc(S(=O)(=O)N2CCCCCC2)cc1NC(=O)Cc1cccc(C(F)(F)F)c1	16	15	-2	-0.3	-6	.	-10	6	1	-15	.
COc1cccc2cc(C(=O)Nc3ccccc3C(=O)N3CCOCC3)oc12	4	15	16	-0.6	15	-3	1	-2	16	-5	-8
Cc1cccc(CCNS(=O)(=O)c2ccc3c(c2)oc(=O)n3C)c1	0	6	11	0.2	-2	0	9	2	12	-6	-7
Cc1cc2c(ccc3c2no[n+]3[O-])nn1	9	12	-8	-1.5	1	2	-2	0	-12	.	17
O=C(Nc1ccccc1F)N1CCc2ccccc2C1	-65	-207	-96	0.2	-8	.	-1	-5	-286	-2	-56
CCOC(=O)C(C(=O)OCC)C1OC(=O)c2cc3c(cc21)C(=O)OC3C(C(=O)OCC)C(=O)OCC (centres undefined)	-7	0	10	-0.4	0	5	4	-14	12	-2	-1
CC1CCCC(C)N1C(=O)COC(=O)CSc1ccc([N+](=O)[O-])cc1 (centres undefined)	-8	12	-11	0.2	-2	.	1	-6	14	-6	9
CC(=O)N1CCOc2ccc(S(=O)(=O)N3CCC(C(=O)Nc4ccc(C)cc4)CC3)cc21	-1	5	-20	-0.3	2	-2	-1	5	8	-2	-6
COc1ccccc1N1CCN(C(=O)C(=O)c2cn(CC(=O)N3CCOCC3)c3ccccc23)CC1	-6	4	-32	-0.2	5	3	-4	-1	2	-13	-3
COc1ccc(S(=O)(=O)N2CCOCC2)cc1NC(=O)CCc1nc2ccccc2c(=O)[nH]1	3	1	9	0.0	39	-2	5	9	21	-2	13
CN(C)c1ccc(NC(=O)c2cn(-c3ccccc3)nc2-c2cccs2)cc1	-17	-130	-7	-2.5	2	0	-3	-11	-80	-5	-29
CC1Cc2ccccc2N1C(=O)COC(=O)c1c2c(nc3ccccc13)CCCCC2 (centres undefined)	10	-25	-23	3.0	42	-1	1	2	51*	-6	-2
COc1ccc(Cl)cc1NC(=O)NCc1cccnc1	-2	6	9	0.2	-8	-1	-5	9	20	-6	-8
